# Bioassay records (PubChem)
# PGC1a acetyl inh = inhibitors of PGC1a acetylation signal, primary screen, cell-based, U2OS, AlphaScreen, inhibitor mode; AlphaScreen anti-acetyl-lysine; with virally co-expressed GCN5 acetyltransferase; inhibition, % at 15.6 µM; hit rate 0.17% among 350,000;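 active = every replicate shows inhibition of at least 40%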;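 note: 0% = neutral control wells and 100% = positive control wells; some results beyond the cut were filed as inactive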
# PAX8 inh HTS = inhibitors of PAX8-driven TPO luciferase reporter, primary screen, RMG-I cells, single concentration | SteadyGlo, 24 h | AID 652154, 2013 | hit rate 1.2% among 360,000 | inhibition, % at 12.6 µM;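 active = mean replicate inhibition at least 60% with every replicate also reaching 60%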;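 note: luciferase light reporting Pax8 driven TPO promoter activity; plate controls were median of neutral control wells for no effect and mitoxantrone controls for full effect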
# FN deposition inh = inhibitors of fibronectin matrix deposition, primary screen, AH1F cells, Alexa488-fibronectin fluorescence, plate reader; AID 743247, 2014; inhibition, % at 12.6 µM; AH1F fibroblasts, overnight; hit rate 0.086% among 350,000;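 active = mean inhibition across replicates of 30% or more, regardless of how many single replicates reach that level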;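 note: positive control wells lacked labelled fibronectin entirely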
#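 Assay system: AH1F fibroblast monolayer, labelled fibronectin deposition. Amount: 10000 cells per well. Also added: labelled fibronectin 24 nM. Compound: single-point pinned compound. Incubation: cell attachment 1 h, compound and FN exposure overnight. Detection: fluorescence after three HBSS washes, excitation 485 nm, emission 525 nm. Read-out: inhibition of fibronectin deposition signal.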
# LGR2 inh = inhibitors of bursicon-induced LGR2 CRE-luciferase signal, primary screen, cell-based, HEK293, CRE-luciferase reporter, bursicon stimulation; AID 720647, 2013; Drosophila bursicon receptor LGR2 (rickets); inhibition, % at 9.99 µM; hit rate 0.35% among 380,000; bursicon-stimulated, 4 h;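 active = drop in luminescence signal, shown as inhibition above about 50% in the replicate tests, limit read from the data, passing the limit was not always enough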;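 note: agonist challenge used bursicon conditioned medium at about half maximal strength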
# Cneo AK release = Cryptococcus neoformans cell lysis inducers, primary screen, AK release luminescence, single concentration. C. neoformans lysis, adenylate kinase release luminescence, 4 h; normalised: neutral wells 0, clomiphene wells 100. hit rate 0.2% among 360,000. AID 651654, 2012. lysis activity, % at 15 µM;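 active = mean lysis activity across replicates of at least 80%, whatever share of replicates individually reach that level; inactive = mean lysis activity below 80%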
#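 Schedule: static 4 h at 37 °C with compound, 1 h detection; system: C. neoformans cells; benchmarks: Clomiphene as positive control; buffer or medium: fresh YPD medium; measure: luminescence rise reflecting yeast cell lysis; measured by: luminescent adenylate kinase detection reagent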
# EWS-Fli block = EWS/Fli-driven NR0B1 reporter inhibitors, primary screen, A673 cells, NR0B1 luciferase, luminescence, MLPCN library. viability-normalised. inhibition, % at 12.6 µM. hit rate 0.67% among 350,000. AID 651661, 2012;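 active = mean inhibition of at least 50% after viability correction, with every replicate also passing that limit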;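 note: firefly luciferase signal divided by Alamar Blue viability fluorescence both relative to DMSO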
# CASP6 VEID inh = human caspase-6 inhibitors, primary screen, biochemical, VEID-R110 fluorescence, single point, set 2 | P55212 | purified caspase-6, Z-VEID-R110 cleavage fluorescence | hit rate 0.53% among 350,000 | inhibition, % at 12.5 µM;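 active = mean inhibition across replicates at least about 35%, with every replicate also reaching that limit, limit read from the data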;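 note: 0% = median of neutral control wells and 100% = no fluorescence left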
# Target sequence (P55212 24-179 limits assumed): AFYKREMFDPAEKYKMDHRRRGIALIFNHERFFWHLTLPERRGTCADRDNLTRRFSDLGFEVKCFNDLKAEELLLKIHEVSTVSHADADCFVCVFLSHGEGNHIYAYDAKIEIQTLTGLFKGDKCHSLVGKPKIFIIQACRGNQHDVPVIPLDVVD
# Target sequence (P55212 194-293 limits assumed): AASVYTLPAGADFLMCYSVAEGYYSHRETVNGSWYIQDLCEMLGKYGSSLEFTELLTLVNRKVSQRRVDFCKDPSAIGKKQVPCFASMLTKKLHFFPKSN
# miR-122 sensor = miR-122 Renilla sensor signal increase in Huh7, primary screen, miR-122 inhibitor project, cell-based, single point, plate reader | Huh7 miR-122 Renilla luciferase sensor, 48 h; neutral wells = 0, positive control = 100 | activation (reporter increase), % at 12.5 µM | hit rate 0.3% among 340,000 | AID 602342, 2012;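 active = mean replicate activation score at least 90 and every replicate individually at or above 90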;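 note: higher luciferase means less miR-122 activity so hits act as miR-122 inhibitors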
# Starred values were filed as active, the others as inactive; . = no result given; & = joins results of further samples; [ ] = another dose, or the depositor's remark.
SMILES,PGC1a acetyl inh,PAX8 inh HTS,FN deposition inh,LGR2 inh,Cneo AK release,EWS-Fli block,CASP6 VEID inh,miR-122 sensor
CN1CCN(S(=O)(=O)c2ccc(N3CCN(c4ccccc4O)CC3)c([N+](=O)[O-])c2)CC1,4,25,0,9,-1,5,3,-2
COc1ccc(-c2ccc3c(c2)[C@@H]2[C@@H](CCN2C(=O)c2ccc4c(c2)OCO4)[C@@H](CO)N3C)cc1,-4,-30,-21,16,-5,-15,-5,-10[16.7 µM]
COc1ccc(CCn2c(-c3cccc([N+](=O)[O-])c3)nc3nc4ccccc4nc32)cc1OC,4,29,-10,.,-1,2,-1,-5
COc1ccc(CC(=O)Nc2ccc(OC(C)=O)cc2C(=O)O)cc1,3,12,9,22,.,10,3,.
Cc1ccc2c(c1)N(C(=O)CCC(=O)NCc1ccccc1)CC(C)O2 (configuration not stated),.,5,10,-1,0,3,3,.
Cc1ccccc1C(=O)N1CCC(C(=O)OCc2nc(N)nc(Nc3ccccc3)n2)CC1,9,-2,1,1,-1,-2,0,-6
Cc1ccc2nc(N(CCCN(C)C)C(=O)c3ccco3)sc2c1,4,-12,3,-27,.,-9,-8,.
COCCNC(=O)C[C@@H]1C[C@H]2c3cc(NC(=O)CC4CC4)ccc3O[C@H]2[C@H](CO)O1,2,-4,-3,-8,4,-2,0,0[16.7 µM]
O=C(c1ccccc1F)N1CC[C@@H]2[C@@H](CO)Nc3ccc(C#Cc4ccccc4)cc3[C@@H]21,-6,-5,-3,-1,-4,-1,0,1[16.7 µM]
O=C(CCS(=O)(=O)c1ccccc1)Nc1nc(-c2ccc(F)cc2)cs1,.,10,22,4,.,-12,-5,11

# Next section (5 carried over from the part before).
SMILES,PGC1a acetyl inh,PAX8 inh HTS,FN deposition inh,LGR2 inh,Cneo AK release,EWS-Fli block,CASP6 VEID inh,miR-122 sensor
Cc1ccccc1C(=O)N1CCC(C(=O)OCc2nc(N)nc(Nc3ccccc3)n2)CC1,9,-2,1,1,-1,-2,0,-6
Cc1ccc2nc(N(CCCN(C)C)C(=O)c3ccco3)sc2c1,4,-12,3,-27,.,-9,-8,.
COCCNC(=O)C[C@@H]1C[C@H]2c3cc(NC(=O)CC4CC4)ccc3O[C@H]2[C@H](CO)O1,2,-4,-3,-8,4,-2,0,0[16.7 µM]
O=C(c1ccccc1F)N1CC[C@@H]2[C@@H](CO)Nc3ccc(C#Cc4ccccc4)cc3[C@@H]21,-6,-5,-3,-1,-4,-1,0,1[16.7 µM]
O=C(CCS(=O)(=O)c1ccccc1)Nc1nc(-c2ccc(F)cc2)cs1,.,10,22,4,.,-12,-5,11
O=C(NN1CCOCC1)c1ccccc1NS(=O)(=O)c1ccc(F)cc1F,-2,-3,6,-19,4,2,0,-2
Cc1ccc(S(=O)(=O)CCC(=O)NC2CCCC2)cc1,4,-13,11,1,2,.,1,0
COc1ccc(CN(C)C[C@H]2Oc3ccc(NC(=O)Nc4ccccc4)cc3C(=O)N([C@@H](C)CO)C[C@H]2C)cc1,0,.,.,7,0,-6,.,10[16.7 µM]
CN(C)CC(=O)N1CC(=O)N2[C@@H](CO)[C@H](c3ccc(/C=C/c4ccccc4)cc3)[C@@H]2C1,-33,-20,.,-10,.,-2,1,.
COC(=O)c1ccc(NC(=O)CSc2nnc(C(C)NC(=O)c3ccccc3Cl)n2C)cc1 (configuration not stated),-2,.,.,41,0,.,.,-2
COC(=O)c1[nH]c2cc(C)ccc2c1NC(=O)CN1CCOCC1,.,-71,-6,8,.,-2,1,.
COc1ccccc1NC(=O)c1ccc(Cl)c(S(=O)(=O)N2CCCCC2)c1,0,7,0,17,0,-5,2,5
COc1ccc(Br)cc1/C=C/C(=O)NC(=S)Nc1ccc(Cl)c(C(=O)O)c1,.,15,4,-4,.,2,2,.
C[C@@H]1CCCCO[C@H](CN(C)S(=O)(=O)c2cccs2)[C@@H](C)CN([C@H](C)CO)C(=O)c2cc(NC(=O)CCC(F)(F)F)ccc2O1,2,1,.,7,0,-3,4,10[16.7 µM]
CC1(C)C[C@@H]2C[C@@](C)(CN2C(=O)c2cc(COc3cccc(C(F)(F)F)c3)on2)C1,-1,-35,-5,-10,-2,.,0,5
CCCCCCCCN1C(=O)[C@H](CC(=O)NCCCC)C[C@@]2(C(=O)OC)CCCCC=C12,.,-3,7,-10,.,1,-3,.
CC1CCN(S(=O)(=O)c2nnc(NC(=O)c3ccccc3Br)s2)CC1,-23,8,3,2,13,-1,-1,4
Cc1noc(C)c1NC(=O)N(C)C[C@@H]1Oc2ccc(NC(=O)Nc3cccc4ccccc34)cc2CC(=O)N([C@H](C)CO)C[C@H]1C,5,8,-18,27,-2,7,0,3[16.7 µM]
COc1ccc(C2CC(c3cccc(OC)c3)n3nc(N)nc3N2)cc1 (configuration not stated),7,-8,14,-6,-1,-4,2,1
CCOC(=O)c1ccc(NC(=O)c2cnccn2)cc1,-7,.,-4,.,-2,.,.,-6
CO[C@@H]1CN(C)C(=O)c2cc(NC(=O)Nc3c(C)noc3C)ccc2OC[C@@H](C)NC[C@H]1C,6,-3,-3,8,-1,-5,-1,2[16.7 µM]
CSc1ccccc1OCc1cc(C(=O)N(C)C(C)c2nc(C)cs2)no1 (configuration not stated),.,-28,0,-3,-12,.,6,.
COc1ccc(N2C(=O)c3cccc4cccc(c34)C2=O)nn1,6,.,9,.,-1,.,.,0
Cc1ccc(S(=O)(=O)/N=C(/Nc2ccc3[nH]c(=O)[nH]c3c2)c2ccc(F)cc2)cc1,1,3,8,5,.,1,0,7
Cc1nc(-c2cccnc2)sc1C(N)=O,.,9,-1,.,-1,.,.,-7
COc1ccc(-c2ccc3[nH]c4c(c3c2)CCN2C(=O)[C@@H]([C@H](C)O)[C@@H](N(C)C(=O)Nc3ccccc3)C[C@@H]42)cc1,4,-13,0,-1,2,1,0,-2
OC(Cc1cccc(C=NN2CCOCC2)n1)(C(F)(F)F)C(F)(F)F,-8,10,-10,12,0,-8,-1,1
COc1cc(S(=O)(=O)N2CCN(Cc3cccs3)CC2)ccc1NC(C)=O,-3,1,0,4,1,-2,3,-3
Cc1ccccc1C(=O)c1cccn1CC(=O)NCc1ccc(F)cc1,-23,-16,7,-1,1,-25,1,2
CO[C@@H]1CN(C)C(=O)c2ccc(NC(C)=O)cc2OC[C@@H](C)N(S(=O)(=O)c2cn(C)cn2)C[C@@H]1C,-17,-5,15,-1,-4,0,0,.
O=S(=O)(/N=C(/Nc1ccc(Cl)cc1Cl)c1ccccc1)c1cccs1,-2,4,2,-38,.,2,2,.
CCOC(=O)C1(Cc2ccccc2Cl)CCN(C(=O)CCn2ccnc2C)CC1,0,-25,-3,-6,-2,-10,-4,5
Cc1ccc(C(=O)NCC(=O)N2CCC3(CC2)NCCc2[nH]cnc23)cc1C,-14,4,-1,-6,0,-6,-1,-4
C[C@@H]1CN([C@H](C)CO)C(=O)c2cc(-c3ccc(C#N)cc3)cnc2O[C@H]1CN(C)Cc1ccccn1,2,.,-24,-2,2,-1,0,-1[16.7 µM]
Cc1noc(C)c1S(=O)(=O)Nc1ccc2c(c1)C(=O)N([C@H](C)CO)C[C@@H](C)[C@H](CN(C)CC1CCCCC1)O2,4,.,.,4,0,-2,-4,-1[16.7 µM]
NS(=O)(=O)c1ccc(CCNC(=O)c2cc3ccccc3oc2=O)cc1,14,28,5,-24,-5,-13,-1,-5
O=C(Nc1ccc2c(c1)OCCO2)C1CC(c2ccccc2Cl)=NO1 (configuration not stated),5,-66,-2,-21,-1,-73,2,-2
Cc1oc2c(C)c(O)ccc2c(=O)c1N1C(=O)c2ccccc2C1=O,5,-3,-7,6,.,.,.,.
COc1cccc(NC(=O)COC(=O)c2ccc(F)cc2F)c1,.,-21,-2,-12,-1,.,.,-1
CCCCOc1ccc(N2C(=O)CC(N(CCc3ccccc3)C(=O)/C=C/C(=O)O)C2=O)cc1 (configuration not stated),-4,2,-7,-7,2,.,.,-7
O=C1NC(=S)S/C1=C1\Sc2ccccc2N1CCCS(=O)(=O)O,13,.,.,1,2,.,.,-6
C[C@H]1CN([C@@H](C)CO)C(=O)c2cc(NC(=O)Nc3ccc(C(F)(F)F)cc3)ccc2O[C@H]1CN(C)C(=O)Nc1ccc(F)cc1,-5,.,.,25,-1,6,-1,-18[16.7 µM]
COc1ccc(CN(C)CC(=O)NC(=O)NCc2ccccc2)cc1OC,.,20,2,1,.,-1,-8,.
Cc1cc(C)c2c(c1)cc(C)c1nnc(SCC(=O)Nc3ccc(S(=O)(=O)N4CCCCC4)cc3)n12,-3,7,7,-9,-1,.,.,-6
Cn1ccnc1C(=O)c1cc(=O)c2ccccc2o1,-8,.,5,5,-2,.,-4,.
C[C@H]1CCCCO[C@H](CN(C)Cc2ccc(C(=O)O)cc2)[C@@H](C)CN([C@@H](C)CO)C(=O)c2cc(NS(=O)(=O)c3cn(C)cn3)ccc2O1,-7&-6,2&-12,-6,-17,0&50,-3&-12,0,-1
CCOc1ccc(C(C#N)N2CCOCC2)cc1OC (configuration not stated),-3,3,6,.,-4,.,.,2
O=C(NCC[C@@H]1CC[C@H](NC(=O)c2ccccc2F)[C@H](CO)O1)c1cnccn1,9,8,-6,-11,0,6,-1,.
CN(C)C(=O)CCC(=O)N1CCCCC1C(=O)Nc1ccc(Oc2ccccc2F)cc1 (configuration not stated),.,-16,1,-11,0,-33,-4,.
O=C1NC(=O)/C(=C\c2ccc(OCc3cnc(Cl)s3)cc2)S1,-19,3,8,-21,.,-6,-26,.
CC(C)Oc1ccc(CNC(=O)Cn2c(=O)oc3ccccc32)cc1,3,12,-6,-10,-1,0,-2,14
CCCn1c(SCC(N)=O)nnc1-c1ccco1,-11,-13,-1,.,-3,.,.,1
O=c1[nH]c2cc3c(cc2cc1C(c1nnnn1C1CCCC1)N1CCCc2ccccc21)OCCO3 (configuration not stated),5,.,5,12,0,.,.,-5
O=C(C[C@@H]1CC[C@H]2[C@@H](COC[C@H](O)CN2CCC(F)(F)F)O1)NCc1ccc(Oc2ccccc2)cc1,-11,22,9,5,0,11,-1,0[16.7 µM]
CN(Cc1cccs1)S(=O)(=O)c1ccc(Cl)cc1F,4,2,3,-8,-1,-9,0,10

# (listing goes on)
SMILES,PGC1a acetyl inh,PAX8 inh HTS,FN deposition inh,LGR2 inh,Cneo AK release,EWS-Fli block,CASP6 VEID inh,miR-122 sensor
COc1ccc(-c2noc(CCC(=O)NCC3CCCO3)n2)cc1 (configuration not stated),.,-30,-3,-7,.,-13,1,.
Cc1cc(F)ccc1NC(=S)NCCc1ccccc1,-9,-6,5,10,7,-1,-1,24
Cc1ccc(C(=O)Nc2nnc(NC(=S)Nc3ccccc3)s2)cc1,-8,-43,0,-11,-1,-56,-1,3
CCOC(=O)C1CCCN(CC(O)COC(c2ccccc2)c2ccccc2)C1 (configuration not stated),24,16,-7,3,2,3,-2,-7
O=C(N[C@H]1CC[C@H](CCNS(=O)(=O)Cc2ccccc2)O[C@H]1CO)c1ccccc1F,-9,-10,4,10,-2,0,-1,6[16.7 µM]
O=C(NCCCN1CCOCC1)c1cc(-c2ccc(O)cc2)on1,.,-2,0,.,0,-12,1,.
